Compound activity: PubChem BioAssay, The Scripps Research Institute Molecular Screening Center
CHRM1 PAM = positive allosteric modulators of human M1 muscarinic receptor. CHO-K1 hM1, Fluo-8 calcium fluorescence, ACh EC20; 0% = ACh EC20, 100% = maximal ACh. P11229. activation, % at 3 µM. hit rate 0.088% among 360,000. AID 588819; in the data active = activation above about 19%, passing the limit was not always enough
Target sequence (P11229 whole entry, looked up): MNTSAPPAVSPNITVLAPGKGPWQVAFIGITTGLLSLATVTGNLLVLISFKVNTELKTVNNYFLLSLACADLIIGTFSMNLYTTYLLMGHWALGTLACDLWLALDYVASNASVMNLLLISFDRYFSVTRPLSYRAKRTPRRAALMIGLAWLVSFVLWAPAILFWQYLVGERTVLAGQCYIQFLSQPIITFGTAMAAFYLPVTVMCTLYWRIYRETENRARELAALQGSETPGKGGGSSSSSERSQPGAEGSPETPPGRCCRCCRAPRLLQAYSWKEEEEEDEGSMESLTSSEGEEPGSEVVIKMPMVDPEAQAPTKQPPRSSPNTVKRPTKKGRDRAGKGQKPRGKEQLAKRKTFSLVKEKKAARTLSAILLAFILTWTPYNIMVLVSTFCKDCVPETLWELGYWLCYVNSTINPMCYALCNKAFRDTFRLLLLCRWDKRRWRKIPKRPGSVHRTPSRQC
M4 antag = CHRM4 antagonism in calcium assay; hit rate 0.73% among 360,000; AID 624125; inhibition, % at 3 µM; CHO-hM4 cells, ACh EC80, Fluo-8 calcium fluorescence; P08173;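 active = inhibition above its plate's cutoff, the mean inhibition of sample wells plus 3 SD, cut at about 27% in these data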;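 note: 0% = acetylcholine EC80 with DMSO and 100% = DMSO without agonist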
CHRM1 agonist = human M1 muscarinic receptor agonism | activation, % at 3 µM | P11229 | hit rate 0.33% among 360,000 | CHO-K1 hM1, Fluo-8 calcium fluorescence, agonist mode; 0% DMSO, 100% acetylcholine EC100;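 active = activation above the run's mean compound activation plus 3 SD, cut at about 16% in these data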;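 note: peak over basal fluorescence ratio within a 140 s kinetic read after compound addition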
CHRM5 antagonist = CHRM5 antagonism in calcium assay. P08912. CHO-hM5 cells, Fluo-8 calcium fluorescence, ACh EC80. inhibition, % at 3 µM. hit rate 0.59% among 360,000. AID 624040;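 active = inhibition above a per-plate cutoff, the mean of that plate's test compounds plus 3 SD, cut at about 27% in these data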;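 note: 0% = acetylcholine EC80 with DMSO and 100% = DMSO without agonist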
CHRM1 antagonist = blocks human M1 muscarinic receptor. AID 588852. hit rate 1.3% among 360,000. CHO-K1 hM1, Fluo-8 calcium fluorescence, ACh EC80 antagonist. inhibition, % at 3 µM;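 active = percent inhibition above its own plate's cutoff, namely the mean of that plate's compound wells plus 3 SD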;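 note: peak over basal fluorescence ratio during 140 s after agonist addition; 0% = ACh EC80 plus DMSO and 100% = DMSO alone without agonist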
M4 ag = CHRM4 agonism in calcium assay | P08173 | CHO-K1 hM4/Gqi5, Fluo-8 calcium fluorescence; vehicle 0%, full acetylcholine response 100% | activation, % at 3 µM | hit rate 0.14% among 360,000 | AID 624127;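 active = activation above the run mean over all test wells plus 3 SD, cut at about 32% in these data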;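 note: peak over basal fluorescence ratio per well then scaled between controls; 0% = DMSO wells and 100% = acetylcholine at EC100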
TAAR1 agonist = human TAAR1 agonism. Q96RJ0. CHO RD-HGA16 TAAR1, Fluo-8 calcium fluorescence; vehicle wells 0%, saturating PEA agonist 100%. activation, % at 3 µM. hit rate 0.99% among 360,000;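 active = activation above the mean activation of all test compounds in the run plus 3 SD, cut at about 38% in these data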
Target sequence (Q96RJ0 whole entry, looked up): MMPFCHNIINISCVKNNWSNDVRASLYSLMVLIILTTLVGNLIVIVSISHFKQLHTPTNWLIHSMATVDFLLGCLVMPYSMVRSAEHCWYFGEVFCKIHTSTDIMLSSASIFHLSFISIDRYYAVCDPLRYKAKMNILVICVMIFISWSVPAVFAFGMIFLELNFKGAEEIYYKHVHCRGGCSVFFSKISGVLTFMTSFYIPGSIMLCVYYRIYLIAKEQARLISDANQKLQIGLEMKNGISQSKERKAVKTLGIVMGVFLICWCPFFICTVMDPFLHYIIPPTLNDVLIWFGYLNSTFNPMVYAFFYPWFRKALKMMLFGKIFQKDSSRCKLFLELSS
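test system = CHO RD-HGA16 cells carrying human TAAR1 plus Gα16 | schedule = 17-24 h seeding, 75 min 37 °C dye, 30 min RT | compound dosing = 3 µM single concentration | control set = DMSO and PEA EC100 | replicates = n 1 | signal = Fluo-8 fluorescence, 5 s baseline then 140 s kinetic read | measure = percent activation vs PEA EC100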
M5 ag = agonists of human muscarinic M5 receptor (CHRM5). P08912. CHO-K1 hM5 cells, Fluo-8 calcium fluorescence; 0% DMSO wells, 100% maximal acetylcholine response. activation, % at 3 µM. hit rate 0.19% among 360,000. AID 624037;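 active = activation above the run's mean over test compounds plus 3 SD, cut at about 23% in these data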;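 note: signal is peak over basal fluorescence ratio across the kinetic read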
CHRM5 PAM = positive allosteric modulators of human muscarinic M5 receptor; P08912; CHO-K1 hM5, Fluo-8 calcium, ACh EC20 PAM; 0% = ACh EC20, 100% = ACh EC100; activation, % at 3 µM; hit rate 0.3% among 360,000;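 active = activation above the run cutoff, the mean activation of all test compounds plus 3 SD, cut at about 18% in these data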
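Assay system: CHO-K1 hM5 cells. Also added: acetylcholine at EC20 concentration, added after compound. Dosing: 3 µM, single dose. Times: compound preincubation 140 s before EC20 acetylcholine addition. Signal: Fluo-8 calcium fluorescence. Measure: % activation relative to EC20 and EC100 ACh responses. Repeats: singlicate, one well per test compound.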
Starred values were filed as active, the others as inactive; / = not tested or not shown. An excerpt; count on the stated rates, not on these rows.

SMILES	CHRM1 PAM	M4 antag	CHRM1 agonist	CHRM5 antagonist	CHRM1 antagonist	M4 ag	TAAR1 agonist	M5 ag	CHRM5 PAM
COc1ccc(C(=O)NNC(=O)C23CC4CC(CC(C4)C2)C3)cc1OC	1.4	6.6	-3.3	10.8	0.4	2.1	-0.3	3.6	-2.9
CCOc1ccc(Br)cc1S(=O)(=O)NCCN(C)C	-2.2	-6.0	-3.4	-6.3	2.0	0.8	-0.4	-1.9	-2.5
CCOC(=O)N/N=C(/c1ccccc1)C1CCCCC1	6.7	-6.1	-13.7	-9.1	-7.3	1.2	13.4	-2.9	3.8
C[C@@H]1CN([C@H](C)CO)C(=O)CCCn2nncc2CO[C@H]1CN(C)C(=O)c1cc(-c2ccccc2)on1	-13.8	8.3	-9.7	-6.5	11.7	-0.1	1.2	0.6	0.3
Cc1ccnc(NC(=O)c2ccc([N+](=O)[O-])s2)c1	14.3	-5.0	-1.8	2.9	-14.5	1.6	3.6	-1.2	1.1
Cc1cc(O)c(C(C)C)cc1N=Nc1ccccc1C(=O)O	-0.5	5.8	8.4	2.5	-25.3	2.0	2.1	10.3	-1.0
Clc1cccc(-c2nc3ccc(Cl)cn3c2Cc2ccsc2)c1	0.8	-14.7	-7.0	-0.4	-29.9	-0.3	/	-5.3	-3.6
COc1cc(OC)cc(C(=O)NC2CC(C)(C)NC(C)(C)C2)c1	18.5	1.4	1.2	0.2	-11.4	1.1	2.6	0.6	-3.1
COc1cccc(C2N(Cc3ccccc3)C(=O)C2(F)F)c1OC (stereo not drawn)	-2.4	-4.8	-4.8	14.0	4.2	0.5	-2.9	-2.9	-0.8
O=C(CN1CCC(NC(=O)Nc2ccc(F)cc2)CC1)Nc1ccccc1[N+](=O)[O-]	-7.0	-12.0	-4.6	16.6	8.2	9.6	8.9	-0.6	-7.9
CCOC(=O)C1C(c2ccc(O)cc2)NC(=O)NC1(O)C(F)(F)F (stereo not drawn)	3.7	5.7	-2.0	10.1	-5.7	0.1	-0.8	0.3	-1.2
Cc1ccc(NC(=O)c2ncn(CC(=O)N[C@H](CO)Cc3c[nH]c4ccccc34)n2)cc1C	13.0	-6.8	-1.1	3.6	-21.1	1.2	1.1	0.8	-5.2
O=C1CSC(c2ccc(Cl)cc2)N1 (stereo not drawn)	2.9	27.7*	-6.3	7.3	-2.1	2.4	8.0	-3.1	2.3
CC(C)NC(=O)c1ccccc1NC(=O)C1COc2ccccc2O1 (stereo not drawn)	-0.6	-5.2	-3.0	-6.3	-14.9	3.6	6.2	-2.3	2.8
Cc1ccc(-n2c(Cn3ncc4ccccc4c3=O)n[nH]c2=S)cc1	16.5	-2.9	-1.3	1.0	-23.0	0.8	0.6	0.1	8.1

Filtered by structure: the compounds so far containing an NH in an aromatic ring (two)
SMILES	CHRM1 PAM	M4 antag	CHRM1 agonist	CHRM5 antagonist	CHRM1 antagonist	M4 ag	TAAR1 agonist	M5 ag	CHRM5 PAM
Cc1ccc(NC(=O)c2ncn(CC(=O)N[C@H](CO)Cc3c[nH]c4ccccc34)n2)cc1C	13.0	-6.8	-1.1	3.6	-21.1	1.2	1.1	0.8	-5.2
Cc1ccc(-n2c(Cn3ncc4ccccc4c3=O)n[nH]c2=S)cc1	16.5	-2.9	-1.3	1.0	-23.0	0.8	0.6	0.1	8.1

Following part
SMILES	CHRM1 PAM	M4 antag	CHRM1 agonist	CHRM5 antagonist	CHRM1 antagonist	M4 ag	TAAR1 agonist	M5 ag	CHRM5 PAM
CN(C)c1ccc(C(=O)OCC(=O)NCCC2=CCCCC2)cc1	-14.5	0.6	-6.5	8.9	11.4	4.2	0.2	-17.6	-3.9
O=C(CCN1C(=O)C2CCCCC2C1=O)Nc1cc([N+](=O)[O-])ccc1Cl (stereo not drawn)	-2.0	-1.7	-1.7	8.6	9.1	3.4	0.8	1.9	-2.1
COc1ccccc1C(CNC(=O)CSc1ccc2ccccc2c1)N(C)C (stereo not drawn)	-10.3	-6.4	-3.9	12.1	17.3	6.3	13.3	-6.3	-10.9
CCCNC(=O)C1(C)CCCN(C(=O)COc2ccc(C(C)(C)C)cc2)C1 (stereo not drawn)	-3.9	-6.2	0.1	-0.3	8.3	1.8	10.1	2.3	-1.5
COc1ccc(-c2sc3ccccc3c2-c2ccc(OC)cc2F)cc1	/	1.4	/	-5.6	/	0.0	0.7	2.8	-3.2
NNC(=O)CSCc1nc(-c2ccc(Cl)cc2)cs1	8.9	6.7	-1.8	23.8	-7.2	1.6	-1.5	-0.9	-3.7
Oc1ccc(Nc2nc(-c3ccccc3)nc3ccccc23)cc1	-1.1	5.5	-5.0	6.6	7.4	6.5	/	-2.8	-9.5
CCNC(=S)N/N=C(\C)c1ccc2ccccc2c1OC(F)F	4.7	-12.5	-3.8	4.5	-9.3	-0.5	-1.1	-13.1	-0.9
C=CCSC1=C(C#N)C(c2cccc(OC)c2)CC(=O)N1 (stereo not drawn)	5.8	-22.6	-5.0	1.1	-15.3	0.9	5.6	-3.0	-0.3
CN1CCN(CCOc2ccc(Cl)c(Cl)c2)CC1	7.4	-10.0	-8.3	-1.2	-11.8	4.3	8.4	-4.8	5.9
NC(=O)COc1ccc(C(=O)/C=C2/C(=O)Nc3ccccc32)cc1	3.3	5.9	-2.5	5.5	-8.0	4.3	5.0	2.6	-7.3
Cc1ccc(NC(=O)CCCC2CCCCC2)c(O)c1	-8.0	-5.9	-0.7	4.8	5.1	6.6	-2.6	-2.4	-9.1
Cc1cc(C)n2c(SCc3c(C)noc3C)nnc2n1	0.2	8.2	-5.2	-15.0	-2.1	0.3	11.2	-1.9	4.0
COCCN(C(=O)COC(=O)CCc1c[nH]c2ccccc12)c1c(N)n(Cc2ccccc2)c(=O)[nH]c1=O	5.5	1.9	-1.2	1.0	-18.0	0.9	1.7	3.3	-0.9
N#Cc1ccccc1NC(=O)CSc1nccn1CCc1ccccc1	-0.2	9.9	-4.6	-2.2	3.6	2.3	4.9	-1.1	-5.1
Cc1ccc(C(=O)/C=C/c2cc(C#N)n(C)c2C)cc1	12.6	7.0	-6.4	2.1	-22.2	-1.0	0.0	-4.3	-1.6
O=C(CNc1ccccc1C(=O)O)c1ccccc1	8.5	11.9	-4.7	9.9	-8.5	-0.8	17.0	1.3	-4.0
CC(=O)N1N=C(N)SC1c1ccc(Cl)c(Cl)c1 (stereo not drawn)	4.2	-6.1	-5.3	-6.5	-7.3	1.1	-0.7	-0.9	-0.6
CN(CC(=O)Nc1ccccc1Br)C(=O)c1ccccc1Cc1ccccc1	12.6	-12.1	-2.3	1.9	-13.5	6.9	7.5	-6.2	-5.0
Cc1ccc(S(=O)(=O)N(C)C)cc1NC(=O)c1cncc(Br)c1	10.4	11.8	-0.2	2.6	-9.1	0.2	-0.1	-0.7	-2.8
CCCCOC(=O)/C=C/c1ccc(OC(=O)OC)c(OC(=O)OC)c1	3.1	13.2	-2.7	4.5	-5.0	-0.4	-2.3	-0.6	-1.2
Cc1nc(C(F)(F)F)ccc1C(=O)NCC(O)c1ccccc1 (stereo not drawn)	5.6	-12.9	-3.9	-0.9	-9.0	2.2	-0.4	-1.3	-1.4
COc1ccc(NC(=O)CN(C)CC(=O)Nc2cccc(C(F)(F)F)c2)cc1	1.8	4.9	-5.4	6.9	5.3	4.5	14.5	-0.6	1.3
N#Cc1nc(-c2ccco2)oc1N1CCN(c2ccccc2)CC1	1.1	4.9	-3.7	1.6	0.8	1.3	6.3	-1.5	-7.8
CC(C)(C)C(=O)C(Cc1ccccc1Cl)n1cncn1 (stereo not drawn)	5.6	7.0	-1.2	-2.5	-19.7	0.4	2.4	-1.7	9.8
Cc1cccc(CSc2nnc(C)c(=O)n2N)c1	5.3	-5.3	-5.3	-2.6	-6.7	1.2	-0.4	0.2	-2.3
Cc1ccc(OCC(=O)Nc2cc(NC(=O)COc3ccc(C)cc3)cc(C(=O)O)c2)cc1	5.0	3.1	-0.4	-7.0	-17.0	1.0	5.1	3.3	-0.8
COc1ccc(OC)c(S(=O)(=O)Nc2ccccc2C(=O)O)c1	6.1	14.5	-2.3	6.9	-12.7	-0.3	-0.1	0.1	-6.8
CN(C)C(=O)c1cn(CCC#N)nc1-c1ccc2ccccc2c1	-2.5	4.7	-6.7	9.6	7.3	-0.6	1.2	-1.0	-5.2
O=C(c1ccccc1)N1CCN(S(=O)(=O)N2CCCCC2)CC1	-8.4	20.3	-0.8	-0.8	-0.3	2.2	1.2	0.8	2.7
Cc1ccccc1OCC(=O)OCC(=O)c1c[nH]c2ccccc12	7.4	4.8	-2.5	5.9	-3.3	9.8	6.8	0.7	-3.9
CCCCCCn1c(C)nc2c(c1=O)c1nc3ccccc3nc1n2/N=C/c1ccco1	5.9	6.2	-6.8	6.3	-6.5	0.5	2.7	-1.1	-6.0
COc1ccc(C2CC(c3cccs3)=NN2C(=O)CN2CCCCC2)cc1 (stereo not drawn)	-0.3	-5.7	-12.9	-1.1	2.4	1.0	4.8	-5.9	4.3
O=C(O)/C=C/C(=O)Nc1ccc(F)cc1F	4.3	4.3	-1.9	3.4	-3.6	2.2	13.4	2.4	3.7
Cc1ccc(S(=O)(=O)c2nc(S(=O)(=O)c3ccccc3)sc2N2CCN(CCO)CC2)cc1	5.7	0.4	-3.1	-4.0	-10.7	6.4	8.4	-2.7	-1.0
Cc1c(O)ccc(NC(=O)/C=C/c2ccccc2)c1C	1.4	-0.8	-4.3	-6.0	-5.2	5.2	1.5	-2.7	-13.3
Cc1ccc(CNC(=O)CCc2cn(C)c3ccccc23)cc1	6.6	7.0	-3.6	6.5	-10.7	-0.7	0.3	-2.2	0.5
CCOc1cccc(=O)c2c(C)n(Cc3ccccc3)c(C)c12	-3.1	-5.0	-5.8	-8.2	2.4	0.7	2.0	-0.3	1.7
CNC(=O)NC(=O)COC(=O)CCCSc1nc2ccccc2s1	5.2	-0.2	-5.8	4.6	-5.8	2.1	0.5	-0.8	-2.1
CNc1ccc(/C=C\CCCO)cn1	11.6	-4.6	-3.8	-5.0	-18.7	0.4	2.0	-1.0	1.8
O=C(COC(=O)CCC(=O)c1ccc(F)cc1)Nc1nnc(-c2ccccc2)o1	15.6	-3.7	-1.7	5.7	-17.7	1.1	-0.3	2.3	3.2
Cc1nnc(SCC(=O)N(Cc2ccccc2)C(C)C)n1-c1ccccc1	9.5	-0.9	-3.2	1.9	-2.7	0.7	15.2	1.1	-6.3
COCCc1nn2c(=O)cc(COC(=O)c3cc(OC)c(OC)c(OC)c3)nc2s1	-16.1	-2.8	-4.7	18.2	31.7	2.5	2.0	-8.2	-11.9
Cc1ccc(S(=O)(=O)Nc2ccccc2C(=O)NCc2cccnc2)cc1	-0.9	5.3	-11.4	2.3	-0.9	0.5	3.9	-3.1	-2.9
CCCCOc1cccc(C2C(C(=O)c3ccc(C)o3)=C(O)C(=O)N2Cc2ccco2)c1 (stereo not drawn)	1.9	-1.9	-2.5	-5.6	-3.6	-0.8	1.6	-6.0	5.4
